ARNT TACC3 PPI – disruptors of ARNT/TACC3 protein interaction, primary screen, biochemical, AlphaScreen, single concentration; Transforming acidic coiled-coil-containing protein 3 (Homo sapiens), Q9Y6A5; AlphaScreen His-ARNT PAS-B/GST-TACC3 binding, luminescence; TACC3 fragment carries E629A point mutation; inhibition, % at 9.99 µM; 390,000 tested, 0.66% active; AID 623870, 2012;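 active means mean inhibition of replicates at least 50% and at least half of replicates each reaching 50%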;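 further: 0% = complete ARNT plus TACC3 wells and 100% = ARNT alone without TACC3; many hits fall short of the cut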
The depositor's hits bear a star. A portion of the library; rates above refer to the full screens.

SMILES	ARNT TACC3 PPI
Cc1ccc(S(=O)(=O)N[C@@H](C)C(=O)N2CCC(C(=O)N3CCC[C@H]3C(=O)O)CC2)cc1	1
CC1=C(C)CS(=O)N(S(=O)(=O)c2ccc(Cl)cc2)C1 (stereo not drawn)	-9
Cc1nc(=O)c(-c2ccccc2)c(C)n1CCO	5
O=C1C2C(c3ccccc3)C=CC(c3ccccc3)C2C(=O)N1CCCO (stereo not drawn)	-8
COc1ccc(/C=C/C2=NN(C)C(=O)CC2)cc1	1
COC(=O)C1C2C=CC3(CN(Cc4ccco4)C(=O)C13)O2 (stereo not drawn)	-4
CCC1(c2ccc(F)cc2)NC(=O)N(CC(=O)c2ccc[nH]2)C1=O (stereo not drawn)	11
Cc1[nH][nH]c(=O)c1C(c1ccc(-c2cccc(Cl)c2)o1)c1c(C)[nH][nH]c1=O	50*
Cc1ccc(-c2[nH]c3ccccc3c2C(C[N+](=O)[O-])c2ccco2)cc1 (stereo not drawn)	5
O=C(NC(=S)Nc1ccc(Oc2ccc(Cl)cc2)cc1)c1ccccc1	-6
COc1cc(/C=N/NC(=O)CSc2cc(C)c(Br)cc2C)ccc1O	2
COc1ccc(/C=C/c2nc3sc4c(c3c(=O)o2)CCC4)cc1	-7
CCCOc1ccc(Cn2c(C)nc([N+](=O)[O-])c2SCC(O)COC)cc1[N+](=O)[O-] (stereo not drawn)	2
CCCCOc1ccc(C2(C(=O)O)CCCC2)cc1	-4
Cc1c(Br)c(C(F)(F)F)nn1CC(=O)NCCN1CCOCC1	4
Clc1ccc(-c2cc(COc3ccccc3)no2)cc1Cl	1
Fc1cccc(-c2cc3nc(-c4ccccc4)cc(N4CCC5(CC4)OCCO5)n3n2)c1	-23
CCOC(=O)CC(C(=O)OCC)P(=O)(c1ccccc1)c1ccccc1 (stereo not drawn)	0
CC(C)NC(=O)c1ccc2c(c1)N(CC(=O)N1CCOCC1)C(=O)C(C)(C)O2	2
CC(=O)c1ccc(NC(=O)C2CCCN(S(=O)(=O)c3cccc4nonc34)C2)cc1 (stereo not drawn)	17
Cc1cc(C)c(C#N)c(SCCS(=O)(=O)c2ccc(C(C)(C)C)cc2)n1	-1
CCOCCc1nnc(NC(=O)CSc2ccccc2)s1	-5
COc1ccc(CNc2nc(NCc3ccc(OC)cc3)n(C(C)=O)n2)cc1	-22
c1ccc2c(c1)sc1nnnn12	-1
CC(C)(O)/C=C1/Oc2ccccc2C1N1CCCCC1 (stereo not drawn)	-6
C/C(N)=C(/C#N)C(=O)COC(=O)CCSc1ccccc1Cl	-8
O=C(Nc1ccc2c(c1)OCO2)Nc1ccc(Br)cn1	0
CC(C)(C)n1ncc2c(=O)n(CC(=O)N3CCN(c4ccccc4)CC3)cnc21	-2
Brc1ccc2ncnc(NCc3ccccc3)c2c1	-4
O=C(CSc1nnnn1-c1ccccc1)NCc1ccco1	0
COc1ccc(NC(=O)Nc2cc(C)ccc2OC(F)F)c(OC)c1	4
Cc1ccc(SC(C)c2nc(-c3cccnc3)no2)cc1 (stereo not drawn)	-3
O=C(c1c(Cl)nc2sccn12)N1CCN(c2cccc(Cl)c2)CC1	5
CC(NC(=O)C1CCC1)c1ccc2c(c1)OCO2 (stereo not drawn)	-1
COc1ccc2c(c1)C(=NN)c1cc(OC)ccc1-2	1
Cn1c(=N)n(CC(=O)c2ccc(Br)s2)c2ccccc21	-10
CNC(=S)N1N=C(c2ccccc2)CC1c1ccc(Br)cc1 (stereo not drawn)	-26
O=C(Nc1cccc(-c2cn3ccccc3n2)c1)c1cccc(Cl)c1	-2
Cc1cc(N)ccc1N1CCCC1	-3
NS(=O)(=O)c1ccc(S(=O)(=O)N(Cc2ccccc2F)CC2CCCO2)cc1 (stereo not drawn)	-3
Cc1ccc(S(=O)(=O)N(C)C2(C)CCS(=O)(=O)C2)cc1 (stereo not drawn)	-32
Cc1cc(NC(=O)CC2CCCC2)n(-c2nc3ccccc3[nH]2)n1	-3
OC(COc1ccc2ccccc2c1)Cn1ccnc1 (stereo not drawn)	-3
COc1ccc(OCC(=O)Sc2ccc(C)cc2)cc1	4
c1ccc(-n2ncc3c(NCc4cccnc4)ncnc32)cc1	-3
Cc1c(C(=O)Nc2cccc3cccnc23)oc2ccccc12	-7
Cn1ncc([N+](=O)[O-])c1C(=O)Nc1ccc2c(c1)OCCO2	-1
CSC1=C(C#N)C(c2ccc(C)s2)CC(=O)N1 (stereo not drawn)	-5
Cc1nonc1NC(=O)CSc1nc(C2CCCCC2)nc2ccccc12	-2
COc1cccc(CNC(=O)C2CCN(Cc3cnn(-c4ccccc4)c3-n3cccc3)CC2)c1	0
O=C(NCc1cccnc1)c1cn(CCc2ccccc2)nn1	-1
CC(CN1CCOCC1)OC(=O)C(c1ccccc1)c1ccccc1 (stereo not drawn)	-7
O=c1[nH]c(CSc2nc3ccccc3o2)nc2c1cnn2-c1ccccc1	-3
CC1CN(C(=O)N(C)C)CCN1C(=O)N(C)C (stereo not drawn)	-2
CCCC(=O)Nc1nnc(COC)s1	-13
CC(=O)Nc1ccc(S(=O)(=O)NCCSc2ccccn2)cc1	0
COc1ccc(C2=Nc3cc(C)ccc3OC2)cc1	-4
COc1ccc(C(=O)NN2CCCCC2)cc1OC	-3
O=[N+]([O-])c1cccc(/C=N/Nc2cc(Cl)nc(-c3ccccc3)n2)c1	-5
Cc1nc2c([nH]1)C1(CCN(Cc3ccccc3)CC1)C(C#N)=C(N)O2	13
Next records follow:
SMILES	ARNT TACC3 PPI
COc1cc(C2C(C#N)=C(N)OC3=C2C(=O)CCC3)c([N+](=O)[O-])cc1OC (stereo not drawn)	13
O=[N+]([O-])c1ccc(N2CCN(S(=O)(=O)c3ccccc3)CC2)cc1NCc1cccnc1	-4
CCCCN(CC)C(=O)CSc1cc(=O)n(C)c2ccccc12	0
CC(C)NC(=O)/C(=C/c1ccco1)c1ccccc1	35
COc1cccc(OCc2nnc(SC)n2C)c1	-13
Clc1ccc(OCc2nc(-c3ccccn3)n[nH]2)cc1	66*
Cc1cccc(NC(=S)N/N=C/c2ccc([N+](=O)[O-])s2)c1	28
Cc1n[nH]c(C)c1S(=O)(=O)N1CCCCCC1	0
Cc1scc(C(=O)N/N=C/c2ccc(OCC(C)C)cc2)c1C	1
O=c1[nH]cnc2c1C(c1ccc(Cl)cc1)c1c(nc[nH]c1=O)O2	30
Cn1cc(C(=O)c2ccc(Cl)cc2)cc1-c1nc2ccccc2n1C	-2
Cc1ccc(F)cc1NS(=O)(=O)c1ccc(Cl)s1	1
CC1(C)CC(NC(=O)COc2ccc3ccccc3c2)CC(C)(C)N1	-8
O=c1c2c3c(sc2ncn1Cc1ccc(F)cc1)CCC3	4
Cc1cccc(NC(=O)c2cccc3c2C(=O)c2ccccc2-3)c1	-4
Cc1cccc(N2C(=O)CC(N3CCN(Cc4ccc5c(c4)OCO5)CC3)C2=O)c1 (stereo not drawn)	1
CCOCCCNCC(=O)Nc1ccccc1N1CCOCC1	-8
O=C(NC(Cc1ccccc1)c1nc2ccccc2[nH]1)C1CC(=O)N(c2ccc3c(c2)OCCO3)C1 (stereo not drawn)	3
c1ccc(-n2c(Cc3cn4ccsc4n3)nnc2N2CCOCC2)cc1	45*
Cc1cccc(NC(=O)c2cccs2)n1	5
COc1cccc(C(=O)N/N=C/c2cn[nH]c2-c2ccc(OC)cc2OC)c1	6
Cc1nc2[nH]c(=O)c3c(n2n1)NC1=C(C(=O)CC(C)(C)C1)C3c1ccc(F)cc1 (stereo not drawn)	-1
Cc1c(C(=O)Nc2cccc([N+](=O)[O-])c2)csc1-c1ccccc1	-7
O=C(c1ccccc1)n1ccc(-c2cnc(-c3ccccc3)s2)n1	-2
Cc1ccnc(NS(=O)(=O)c2cccs2)c1	-18
CC(=O)NCc1cccc(CNC(C)=O)n1	-5
CC(C(=O)N1CCN(c2ccc(Cl)cc2)CC1)c1ncc(C(F)(F)F)cc1Cl (stereo not drawn)	29
CN(C)CCCOC(=O)c1ccc(Cl)cc1Cl	8
C/C(CC(=O)Nc1ccc(N(C)C)cc1)=N\NC(=O)c1ccccn1	52*
O=C1CCCC2=C1C1(O)C(=O)c3ccccc3C1(O)O2 (stereo not drawn)	33
COc1ccc(Cl)cc1NC(=O)C(C)Sc1nncn1C (stereo not drawn)	3
CCOc1ccccc1CN(CCc1ccc2c(c1)OCO2)Cc1ccccn1	6
CC(=O)Nc1ccc(-c2csc(NCc3ccco3)n2)cc1	2
O=S(=O)(c1ccc2nc(Cc3ccccc3)[nH]c2c1)N1CCOCC1	-4
CN1C(=O)NC(c2ccccc2)C2=C1CN(c1ccc3ccccc3c1)C2=O (stereo not drawn)	-2
Cc1[nH]c2ccccc2c1/C=N/n1cnnc1	-4
COc1ccc(N=C2NN=C(c3ccc4c(c3)OCCO4)CS2)cc1	13
CCCSc1nc(N)c2c3c(sc2n1)CN(C)CC3	15
CCC(C)(C)C(=O)Nc1ccc(C(N)=O)cc1	4
CCOc1ccc(NC(=O)Cn2nnc(-c3ccccc3F)n2)cc1	-25
Cc1nc(NC(=O)C2CC2)sc1C(=O)N(C)C	4
COc1cc(C)c(C#N)c(OC)n1	-4
CCN(CC)C(=O)Nc1ccccc1C	2
COc1cccc(NS(=O)(=O)c2ccc(OC)c(OC)c2)c1	-13
COc1cc(NC(=O)c2ccc3c(c2)OCO3)c2ncccc2c1	-2

Ordered by number of heavy atoms (largest number first): 10 of the compounds above.
SMILES	ARNT TACC3 PPI
CCOc1ccccc1CN(CCc1ccc2c(c1)OCO2)Cc1ccccn1	6
CN1C(=O)NC(c2ccccc2)C2=C1CN(c1ccc3ccccc3c1)C2=O (stereo not drawn)	-2
CCOc1ccc(NC(=O)Cn2nnc(-c3ccccc3F)n2)cc1	-25
COc1cc(NC(=O)c2ccc3c(c2)OCO3)c2ncccc2c1	-2
COc1cccc(NS(=O)(=O)c2ccc(OC)c(OC)c2)c1	-13
COc1ccc(Cl)cc1NC(=O)C(C)Sc1nncn1C (stereo not drawn)	3
CCCSc1nc(N)c2c3c(sc2n1)CN(C)CC3	15
Cc1nc(NC(=O)C2CC2)sc1C(=O)N(C)C	4
CCN(CC)C(=O)Nc1ccccc1C	2
COc1cc(C)c(C#N)c(OC)n1	-4

Next section
SMILES	ARNT TACC3 PPI
O=C(C1CC1)N1CCN(C(c2ccccc2)c2ccccc2)CC1	1
Cc1ccc(C)c(OCCn2ccnc2)c1	8
COc1ccc(CSCC(=O)N/N=C/c2ccccc2OCc2ccccc2)cc1	-3
Cc1ccc(NC(=O)CC2SC(=O)NC2=O)cc1 (stereo not drawn)	-2
O=C(O)C1CCCCC1C(=O)NC1CCCCC1 (stereo not drawn)	1
O=C(COc1ccc(OCc2ccccc2)cc1)NC1CCOC1=O (stereo not drawn)	-8
COc1cccc(Oc2nc3ncn(Cc4ccccc4)c3c(=O)n2C)c1	-2
COC(=O)N1CCN(S(=O)(=O)c2ccc(F)cc2)CC1	-4
Cc1c(CN2CCN(c3cccc(C(F)(F)F)c3)CC2)c(=O)n(-c2ccccc2)n1C	-3
CCc1nnc(NC(=O)CSc2nnc(CSc3nc(C)cc(C)n3)n2C)s1	-1
COc1cc(OC)c(Cl)cc1N	17
CCOc1ncccc1C(=O)OCc1ccc(C(=O)OC)o1	-7
Clc1ccc(-c2cc3ccccc3nc2N2CCCC2)cc1	-10
C=CCOC(=O)C(C#N)c1nc2ccccc2nc1N1CCN(Cc2ccc3c(c2)OCO3)CC1 (stereo not drawn)	11
COc1ccc(NC(=O)CCC2COc3ccccc3O2)c(OC)c1 (stereo not drawn)	-3
CN(C)S(=O)(=O)N1CCN(c2cc(Cl)ccc2Cl)CC1	-7
O=C(O)c1cccc(CSc2nnc(COc3ccccc3)o2)c1	-8
O=C(NCc1ccncc1)Nc1ccc(F)cc1	3
CSC1=C(C#N)C(CC(C)C)C2=C(CCCC2=O)N1 (stereo not drawn)	-7
Cc1ccc(NC(=S)NC2CC3CCC(C2)N3Cc2ccco2)c(C)c1 (stereo not drawn)	4
C/C(=N\NC(=O)c1ccc(F)cc1)c1cccc(NC(=O)c2ccco2)c1	18
CCOC(=O)CC(=O)CSc1ccc2nnc(-c3ccc(C)cc3)n2n1	0
O=C1OC(NC(=O)c2ccccc2)C(N2CCOCC2)=C1Cl (stereo not drawn)	-1
O=C(OCC(=O)N1CCCC1)c1cncc(Br)c1	-5
O=C(c1ccc(Cl)cc1)c1c[nH]c(C(=O)C(Cl)(Cl)Cl)c1	0
CCOC(=O)Nc1cccc(C(=O)O)c1	-3
CN(C(=O)CSc1ncccc1C(=O)O)c1ccccc1	-9
C=CCc1ccc(OCCCCN2CC(C)OC(C)C2)c(OC)c1 (stereo not drawn)	2
O=C(O)CCN1C(=O)C(=C2CCCCCC2)SC1=S	2
COc1ccc(-c2nnn(CCc3nn[nH]n3)n2)cc1	-10

Random excerpt: 10 records from the list.
SMILES	ARNT TACC3 PPI
Fc1cccc(-c2cc3nc(-c4ccccc4)cc(N4CCC5(CC4)OCCO5)n3n2)c1	-23
O=C1C2C(c3ccccc3)C=CC(c3ccccc3)C2C(=O)N1CCCO (stereo not drawn)	-8
O=C(CSc1nnnn1-c1ccccc1)NCc1ccco1	0
c1ccc(-n2c(Cc3cn4ccsc4n3)nnc2N2CCOCC2)cc1	45*
CC(CN1CCOCC1)OC(=O)C(c1ccccc1)c1ccccc1 (stereo not drawn)	-7
CC(=O)NCc1cccc(CNC(C)=O)n1	-5
COc1cccc(Oc2nc3ncn(Cc4ccccc4)c3c(=O)n2C)c1	-2
COc1ccc(/C=C/c2nc3sc4c(c3c(=O)o2)CCC4)cc1	-7
Cc1cccc(NC(=O)c2cccs2)n1	5
CC(C)(C)n1ncc2c(=O)n(CC(=O)N3CCN(c4ccccc4)CC3)cnc21	-2

Next structures.
SMILES	ARNT TACC3 PPI
CCc1c(C)sc2nc(SCC(=O)Nc3cc(C)on3)n(CCOC)c(=O)c12	-3
Cc1cc(C)cc(OCC(=O)N(Cc2cccs2)C2CCS(=O)(=O)C2)c1 (stereo not drawn)	-3
O=C(Nc1nnc(/N=C/c2ccco2)s1)c1ccc(F)cc1	-4
COC(=O)c1ccc(NCC(=O)c2ccccc2)cc1	-12
CN(c1ccc(C(=O)N2CCCCC2)cc1)S(=O)(=O)c1ccccc1	-12
